# TRPC6 inh: blocks the mouse TRPC6 cation channel. Q61143. HEK293-TRPC6, membrane potential dye, ACh-evoked depolarization; active compounds read low. B-score at 10 µM. 1.1% of 310,000 active. AID 2553;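 active = B-score under library mean minus 3 SD, initial fluorescence not abnormally high, positive integrated signal ratio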;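 note: B-score derived from integrated fluorescence ratio over the kinetic read; more negative B-score means stronger inhibition of depolarization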
# RGS4 pot: potentiators or activators of RGS4 | HEK293 M3R/inducible RGS4, carbachol calcium flux Fluo4; active compounds read low | 0.92% of 310,000 active | AID 463111 | B-score at 10 µM;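 active = B-score of the integrated calcium signal more than 4 SD below the library mean, with starting fluorescence not abnormally high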;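 note: negative B-score means reduced calcium response which marks RGS4 activation or potentiation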
#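 Assay system: Inducible-RGS4 HEK293 cells carrying M3 receptor | Schedule: Compound preincubation 20 min at room temperature before agonist | Signal: Kinetic calcium fluorescence imaging with Fluo4-AM dye, 2 µM | Read-out basis: B score from integrated fluorescence ratio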
# MrgX1 ag: human MrgX1 receptor agonism, primary screen; Q96LB2; MrgX1-HEK293 cells, Fluo-4 calcium fluorescence, agonist mode; active compounds read high; B-score at 10 µM; 0.44% of 310,000 active;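 active = calcium response B-score plate-corrected fluorescence ratio at least 3 library SD, with starting fluorescence B-score inside 5 SD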
# Target sequence (Q96LB2 whole entry, looked up): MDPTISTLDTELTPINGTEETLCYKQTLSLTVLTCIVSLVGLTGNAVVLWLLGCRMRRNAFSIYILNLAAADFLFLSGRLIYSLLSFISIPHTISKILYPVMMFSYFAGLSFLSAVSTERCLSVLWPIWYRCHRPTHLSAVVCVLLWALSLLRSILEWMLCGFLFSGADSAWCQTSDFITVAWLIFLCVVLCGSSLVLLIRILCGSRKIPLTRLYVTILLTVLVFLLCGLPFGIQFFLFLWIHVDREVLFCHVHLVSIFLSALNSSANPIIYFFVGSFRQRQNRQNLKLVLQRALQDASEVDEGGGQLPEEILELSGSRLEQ
#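 times = overnight plating, then 30 min 37 °C plus 30 min room-temperature dye loading | assay system = stable human MrgX1 HEK293 cell line | input = fifteen thousand cells per well | signal = kinetic calcium dye fluorescence, Fluo-4 NW | dosing = compound delivered in addition one of three | read-out = B-scored fluorescence response ratio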
# TRPC6 activator: mouse TRPC6 channel activation; B-score at 10 µM; 0.13% of 310,000 active; HEK293-TRPC6 membrane potential dye fluorescence; active compounds read high;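 active = B-score of the integrated fluorescence ratio above library mean plus 3 SD, and starting fluorescence ratio within library mean plus 5 SD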;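 note: higher score means more depolarization so channel activation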
# MrgX1 antag: antagonists of human MrgX1 receptor; Q96LB2; MRGX1-HEK293 calcium flux, Fluo-4, BAM8-22 antagonism; active compounds read low; B-score at 10 µM; 1.3% of 310,000 active; AID 588676;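 active = calcium-response B-score plate-corrected more than 3 library SD below zero, starting fluorescence within 5 deviations, no agonist response on first addition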;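 note: peak minus trough fluorescence over baseline after final BAM8-22 challenge near maximal dose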
# HDAC3 inh: inhibitors of human histone deacetylase 3. inhibition, % at 8.3 µM. recombinant HDAC3, fluorogenic peptide/trypsin coupled, fluorescence. 0.15% of 320,000 active. O15379; in the data active = inhibition above about 26%, passing the limit was not always enough; inconclusive = no clear call, values can overlap the other calls
# Target sequence (O15379 whole entry, looked up): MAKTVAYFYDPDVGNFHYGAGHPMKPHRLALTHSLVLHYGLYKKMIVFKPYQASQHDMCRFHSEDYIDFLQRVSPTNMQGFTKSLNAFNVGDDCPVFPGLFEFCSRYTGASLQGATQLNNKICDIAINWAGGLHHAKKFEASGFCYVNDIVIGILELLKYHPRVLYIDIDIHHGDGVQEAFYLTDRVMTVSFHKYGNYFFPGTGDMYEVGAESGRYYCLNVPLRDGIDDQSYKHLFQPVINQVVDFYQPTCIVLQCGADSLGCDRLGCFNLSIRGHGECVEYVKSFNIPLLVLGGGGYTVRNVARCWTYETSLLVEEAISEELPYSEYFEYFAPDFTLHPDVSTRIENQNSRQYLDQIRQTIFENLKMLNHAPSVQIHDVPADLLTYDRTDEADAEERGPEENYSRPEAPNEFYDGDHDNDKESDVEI
# SKKanGAS inh: inhibitors of SKKanGAS S. pyogenes growth in kanamycin (SK-promoter or general growth effect) | 1.3% of 300,000 active | AID 1662 | inhibition, % at 7.5 µM | BacTiter-Glo, 6 h;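 active = mean replicate score, as percent of positive control median, at least 50; inconclusive = mean below 50 but one replicate at or above 50; inactive = mean and every replicate below 50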;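 note: strain carries kanamycin resistance gene driven by streptokinase promoter and grows in 40 µg/ml kanamycin; loss of luminescence reflects streptokinase promoter inhibition or plain growth inhibition; 0% = median of DMSO wells and 100% = positive control at its reference dose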
# ANO1 activ: activates or potentiates the mouse TMEM16A chloride channel; Q8BHY3; HEK293 TMEM16A/YFP-H148Q/I152L, iodide quench fluorescence; active compounds read low; B-score at 10 µM; 0.3% of 340,000 active;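 active = fluorescence-ratio B-score plate-corrected deviation score at least 3 library SD below zero, with starting fluorescence score within 5 deviations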;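 note: channel opened by trigger with iodide after compound preincubation; score built on the fluorescence ratio of max minus min over baseline; more negative score means more quench and so TMEM16A activation or potentiation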
# RGS4 block: human RGS4 inhibition. B-score at 10 µM. HEK293 M3R/RGS4 inducible, Fluo-4 calcium flux; active compounds read high; triggered by carbachol at its EC20. AID 463165. P49798. 0.45% of 310,000 active;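 active = B-score, a plate-corrected calcium signal, over three deviations above library mean, with baseline fluorescence within five deviations of library mean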;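 note: RGS4 expression induced by doxycycline in cells with stable M3 receptor; B-score is computed from the integrated fluorescence ratio over baseline after carbachol; higher B-score means a larger calcium signal and so more RGS4 inhibition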
# Target sequence (P49798 whole entry, looked up): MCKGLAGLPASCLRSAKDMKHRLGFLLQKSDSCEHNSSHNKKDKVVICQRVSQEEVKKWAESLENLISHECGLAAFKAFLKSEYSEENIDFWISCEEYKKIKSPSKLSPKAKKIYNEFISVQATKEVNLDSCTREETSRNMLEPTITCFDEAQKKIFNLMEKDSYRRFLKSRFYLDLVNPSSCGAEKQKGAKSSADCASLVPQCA
# ANO1 block: mouse TMEM16A channel inhibition, primary screen | 1.2% of 310,000 active | AID 588511 | HEK293 TMEM16A/YFP iodide influx fluorescence, ionomycin | normalized B-score (activity score, 25-100; higher = stronger inhibition) at 10 µM;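 active = ratio plate-corrected score three or more library SD toward inhibition, starting fluorescence score within five deviations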;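 note: score derived from kinetic fluorescence span divided by baseline fluorescence per well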
# MrgX1 PAM: human MrgX1 positive allosteric modulation, primary screen | B-score at 10 µM | Q96LB2 | 0.63% of 310,000 active | MrgX1-HEK293, Fluo-4 calcium flux, FDSS; active compounds read high;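 active = plate-corrected calcium response at least 3 library SD above typical, normal starting fluorescence, not activating the receptor alone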;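 note: compound read alongside a low EC10 to EC30 dose of BAM8-22 agonist; peak minus trough fluorescence over baseline measured at the second addition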
# Starred values were filed as active, the others as inactive; i = inactive; ? = inconclusive; nt = not tested or not shown.
SMILES,TRPC6 inh,RGS4 pot,MrgX1 ag,TRPC6 activator,MrgX1 antag,HDAC3 inh,SKKanGAS inh,ANO1 activ,RGS4 block,ANO1 block,MrgX1 PAM
O=C1c2ccccc2S(=O)(=O)c2cc(N3CCOCC3)ccc21,i,i,i,i,i,-10,-8,i,i,i,i
CN(CC(=O)NC1CCCCC1)S(=O)(=O)c1cccc2cccnc12,i,i,i,i,i,0,0,i,i,i,i
O=C(OCCN1C(=O)c2ccccc2C1=O)c1cccc(OC(F)F)c1,i,i,i,i,i,1,2,i,i,i,i
CN(C)CCN(C(=O)CN1C(=O)c2ccccc2C1=O)c1nc2cc3c(cc2s1)OCO3,i,i,i,i,i,nt,3,i,i,i,i
CN(C)c1ccc(/C=N/NC(=O)CNC(=O)c2ccc3c(c2)OCCO3)cc1,i,i,i,i,i,-28,-3,i,i,i,i
CCOc1cc(C(=O)NCc2ccc(C)cc2)ccc1OCC(=O)N1CCOCC1,i,i,i,i,i,-7,-10,i,i,i,i
CC(NC(=O)c1ccncc1)c1ccc(Br)cc1 (stereo not drawn),i,i,i,i,i,3,3,i,i,i,i
CCN(CC(=O)Nc1ccc(OC)cc1)C(=O)c1cc([N+](=O)[O-])ccc1N1CCOCC1,i,i,i,i,i,5,-4,i,i,i,i
CC1CC(C)(C)NC(=S)N1CCCC(=O)NCCc1ccc(Cl)cc1 (stereo not drawn),i,i,i,i,i,-1,3,i,i,i,i
CC1(C)CC(NC(=O)C(F)(F)F)CC(C)(C)N1OC(=O)c1ccco1,i,i,i,i,i,-4,8,i,i,i,i
CCOc1ccccc1N1CCN(S(=O)(=O)c2cccs2)CC1,i,i,i,i,i,5,-13,i,i,i,i
OCCC1CN(Cc2nc3ccccc3s2)CCN1C1CCCC1 (stereo not drawn),i,i,i,i,i,-3,9,i,i,i,i
O=C(CCC1CCCC1)NCc1cccs1,i,i,i,i,i,7,7,i,i,i,i
O=C(NCCc1ccc(F)cc1)c1cc([N+](=O)[O-])ccc1N1CCOCC1,i,i,i,i,i,7,-13,i,i,i,i
CC(C)CCNC(=O)C1CC(c2ccc(C(F)(F)F)cc2)=NO1 (stereo not drawn),i,i,i,i,i,1,-5,i,i,i,i
COc1ccccc1C(CNc1nc(C(F)(F)F)nc2ccccc12)N(C)C (stereo not drawn),i,i,i,i,i,-5,1,i,i,i,i
CCc1ccc(C(=O)CN(C#N)c2nc(C)cc(C)n2)cc1,i,i,i,i,i,2,14,i,i,i,i
Cc1cc(NC2CCCCC2)nc(NCc2ccccc2)n1,i,i,i,i,i,2,-4,i,i,100*,i
CCC(C)Oc1cccc(C(=O)Nc2ccccc2N2CCOCC2)c1 (stereo not drawn),i,i,i,i,i,9,-14,i,i,i,i
O=C(COC(=O)c1ccc(F)cc1)NCCc1ccc(F)cc1,i,i,i,i,i,nt,3,i,i,i,i
CCCc1cc(=O)oc2cc(C)cc(OC(=O)c3ccco3)c12,i,i,i,i,i,9,-2,i,i,i,i
Cc1cc(OCCN2CCCC2)cc(C(C)C)c1,i,i,i,i,i,-3,6,i,i,i,i
COc1ccc(NC(=O)CC2C(=O)N(c3ccc(OC)cc3)C(=O)N2Cc2ccc(OC)c(OC)c2)cc1 (stereo not drawn),i,i,i,i,i,1,-6,i,i,i,i
O=C(NCCc1ccncc1)Nc1ccc(Cl)cc1,i,i,i,i,i,3,5,i,i,i,i
O=S(Cc1cc(Sc2ccccc2)nc(-c2ccccc2)n1)c1ccccc1 (stereo not drawn),i,i,i,i,i,-4,14,i,i,i,10*
COc1ccc(C(C(=O)NCc2ccccc2)N(C(=O)c2snc(C(N)=O)c2N)C2CCCC2)cc1O (stereo not drawn),i,i,i,i,i,9,4,i,i,i,i
CCOC(=O)c1cc(-c2ccc(OC)cc2)nc2c1c(C)nn2CCC(N)=S,i,i,i,i,i,4,-1,i,i,i,i
COc1ccccc1-c1cc(C(=O)Nc2sc3c(c2C#N)CCC(C)C3)c2ccccc2n1 (stereo not drawn),i,i,i,i,i,-5,12,i,i,i,i
Nc1cc(=O)[nH]c(SCC(=O)Nc2cc(S(=O)(=O)N3CCOCC3)ccc2Cl)n1,i,i,i,i,i,5,2,i,i,i,i
CCC(c1nnnn1Cc1ccco1)N1CCN(c2cc(Cl)ccc2C)CC1 (stereo not drawn),i,i,i,i,i,0,7,i,i,i,i
CC(NC(=O)c1ccccc1[N+](=O)[O-])C1CC2CCC1C2 (stereo not drawn),i,i,i,i,i,1,-4,i,i,i,i
Cc1[nH]c2ccccc2c1SCC(=O)N1CCC(C)CC1,i,i,i,i,i,-2,-6,i,i,i,i
CCCc1cc(=O)n2[nH]c(C)c(-c3ccc(Cl)cc3)c2n1,i,i,i,i,i,0,54*,i,i,i,i
C#CCn1c(=NC(=O)c2ccc(Br)s2)sc2cc(NC(C)=O)ccc21,i,i,i,i,i,5,-11,i,i,i,i
CCn1nc(C)c(Br)c1-c1nc(-c2cccc(C)c2)no1,i,i,i,i,i,0,39,i,i,i,i
O=S(=O)(Nc1ncccc1O)c1ccc(Cl)cc1,i,i,i,i,i,0,-5,i,i,i,i
Cc1ccc(OCCn2cnc(Cl)c2Cl)cc1,i,i,i,i,i,5,nt,i,i,i,i
O=C(OCc1ccc(F)cc1)c1cccnc1Cl,i,i,i,i,i,-3,-3,i,i,i,i
O=C(NCc1ccccc1F)c1ccc2c(c1)OCO2,i,i,i,i,i,-3,-5,i,i,i,i
Clc1ccccc1Cc1noc(CN2CCN(c3cnccn3)CC2)n1,i,i,i,i,i,-2,0,i,i,i,i
COc1ccc(-n2c(SCC(=O)Nc3ccc(Cl)cc3)nc(O)c(Cc3ccccc3)c2=O)cc1,i,i,i,i,i,-3,26,i,i,i,i
C=CCc1c(C)nc2c(C(=O)O)cnn2c1C,i,i,i,i,-4.6*,-8,-1,i,i,i,i
COc1cccc(NC(=S)/C(=C(\[O-])c2ccc(OC(F)F)cc2)[n+]2ccccc2)c1,i,i,i,i,i,3,-9,i,i,i,i
CC(C)[C@H](NC(=O)c1ccccc1F)C(=O)NCCc1ccccc1,i,i,i,i,i,11,4,i,i,i,i
Cn1c(Cn2c(=O)sc3ccccc32)nnc1SCC(N)=O,i,i,i,i,i,-11,-5,i,i,i,i
NC(=O)C(c1ccc(Cl)cc1)c1ncc(C(F)(F)F)cc1Cl (stereo not drawn),i,i,i,i,i,4,9,i,i,i,i
Cc1cc(OCC(=O)N2CCN(c3ccccc3)CC2)c2c(C)cc(=O)oc2c1,i,i,i,i,i,-1,-2,i,i,i,i
O=C(N/N=C/c1cc(O)ccc1[N+](=O)[O-])c1ccc2c(c1)OCCO2,i,i,i,i,i,nt,-20,i,i,i,i
COc1ccc(-c2c(C#N)c(C)nc3c2C(=O)c2ccccc2-3)cc1,i,i,i,i,i,-3,5,i,i,i,i
CCOC(=O)CNC(=O)N1CCC(CCC(=O)N(C)Cc2ccccc2)CC1,i,i,i,i,i,-8,13,i,i,i,i
Cn1c(SCC(=O)N2CCCCCC2)nc2c(c1=O)SCC2,i,i,i,i,i,nt,1,i,i,i,i
COCCNC(=S)Nc1ccc(Cl)c(Cl)c1,i,i,i,i,i,3,13,i,i,i,i
Cc1sc(NC(=O)C2CC(Cl)=CCC2C(=O)O)c(C#N)c1C (stereo not drawn),i,i,i,i,i,-4,18,i,i,i,i
CCCCOC(=O)c1ccc(NC(=O)/C=C/c2cccs2)cc1,i,i,i,i,i,-3,11,i,i,i,i
O=C(NC(=S)Nc1ncc(Br)cc1Br)c1cncc(Br)c1,i,i,i,i,i,-1,-7,i,i,i,i
CCCCCCCC(=O)N/N=C(\C)c1cccnc1,i,i,i,i,i,2,0,i,i,i,i
CC1CC(NC(=O)CC#N)CC(C)(C)C1 (stereo not drawn),i,i,i,i,i,-2,0,i,i,i,i
CCN(CC)c1ccc(S(=O)(=O)N2CCCCC2)cc1NC(=O)CN1C(=O)NC2(CCCC2)C1=O,i,i,i,i,i,3,-3,i,i,i,i
COc1ccc(OC)c(S(=O)(=O)n2nnc3cc(Cl)ccc32)c1,i,i,i,i,i,-3,-3,i,i,i,i
O=C1CC(N2CCc3ccccc32)C(=O)N1c1ccc(F)cc1 (stereo not drawn),i,i,i,i,i,0,-1,i,i,i,i

# (list continues)
SMILES,TRPC6 inh,RGS4 pot,MrgX1 ag,TRPC6 activator,MrgX1 antag,HDAC3 inh,SKKanGAS inh,ANO1 activ,RGS4 block,ANO1 block,MrgX1 PAM
COc1ccc(C(=O)NCc2nnc(SCC(=O)NC3=NCCS3)n2C)cc1,i,i,i,i,i,3,-3,i,i,i,i
O=C(Cn1c(=O)cnc2ccccc21)NC1CCC(O)CC1 (stereo not drawn),i,i,i,i,i,5,-1,i,i,i,i
COc1cccc(NC(=O)Nc2cc(C(=O)O)ccc2N2CC3CC(C2)c2cccc(=O)n2C3)c1 (stereo not drawn),i,i,i,i,i,2,-1,i,i,i,i
CCn1c(=O)cc(OCC(=O)NCCCN2CC(C)CC(C)C2)c2ccccc21 (stereo not drawn),i,i,i,i,i,-1,-11,i,i,i,i
CC(C)(C)NC(=O)C1CCCN(S(=O)(=O)c2cccc3cccnc23)C1 (stereo not drawn),i,i,i,i,i,1,-2,i,i,i,i
CCc1ccccc1NC(=O)C(CC)Sc1nc2cc3c(cc2c(=O)n1Cc1ccco1)OCO3 (stereo not drawn),i,i,i,i,i,-7,3,i,i,i,i
CC(C)[C@H](NC(=O)NCCc1ccc(Cl)cc1)C(=O)O,i,i,i,i,i,1,-3,i,i,i,i
CCC/C=C1/CCCOC(C(=O)NCc2ccc(S(C)(=O)=O)cc2)(C(F)(F)F)C1 (stereo not drawn),i,i,i,i,i,2,1,i,i,i,i
CCOc1ccc2c(c1)c1nnc(SCC(=O)N3CCC(C)CC3)nc1n2C,i,i,nt,i,nt,nt,?,i,i,nt,nt

# Some values from the list:
# Entry for CCC/C=C1/CCCOC(C(=O)NCc2ccc(S(C)(=O)=O)cc2)(C(F)(F)F)C1 (stereo not drawn) under SKKanGAS inh: 1
# Entry for CCn1c(=O)cc(OCC(=O)NCCCN2CC(C)CC(C)C2)c2ccccc21 (stereo not drawn) under SKKanGAS inh: -11

# Source: PubChem BioAssay (several laboratories)
